SIAE inh: human SIAE inhibition, primary screen | Q9HAT2 | SIAE FP-Rh probe binding, fluorescence polarization | inhibition, % at 9.66 µM | 0.69% of 370,000 active;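 active = inhibition above a cutoff: mean of compounds within the control limits plus 3 SD of those, cut at about 17% in these data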;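 note: 0% = plate median of compound wells and 100% = probe without SIAE protein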
TCR CD3 inh: human TCR-CD3 binding inhibition | inhibition, % at 9.4 µM | TAMRA-labeled TCR probe fluorescence, biochemical | 0.37% of 360,000 active; in the data active = inhibition above about 19%;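 note: recombinant mutant TCR 2C K166C tagged with TAMRA read by polarization; 0% = receptor in buffer alone and 100% = receptor with positive control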
PRMT1 FP inh: blocks human protein arginine methyltransferase 1; 1.3% of 370,000 active; recombinant PRMT1, activity-based probe fluorescence polarization; inhibition, % at 2.79 µM; Q99873;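 active = inhibition above about 21% made by adding two undisclosed values, limit read from the data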
GC-B act: GC-B (human) receptor activation; HEK293-GC-B cells, CNP EC30, cGMP TR-FRET; 0% at EC30 CNP, 100% saturating CNP; activation, % at 10 µM; 0.11% of 370,000 active;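 active = activation at 10 µM reaching about 35% in either raw or pattern-adjusted values, limit read from the data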
TDP2 absorb: blocks human TDP2 phosphodiesterase activity; AID 720702; recombinant TDP2, T5PNP hydrolysis, p-nitrophenol absorbance 415 nm; inhibition, % at 12.8 µM; 0.34% of 370,000 active; O95551;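 active = inhibition above the mean of all tested compounds plus 3 SD, set per campaign, cut at about 25% in these data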;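 note: 0% = DMSO with enzyme and 100% = buffer with substrate but no TDP2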
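System: recombinant human TDP2 / Amount: 120 nM TDP2 per well / Also added: 5 mM T5PNP chromogenic substrate / Doses: 12.8 µM single point, 1% DMSO / Incubation: 2 h at 37 °C / Detection: p-Nitrophenol epi absorbance / Evaluation: % inhibition relative to enzyme-containing and enzyme-free wells / Repeats: singlicate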
rCAG binder: binds r(CAG) RNA repeats. 1.3% of 370,000 active. inhibition, % at 3 µM. r(CAG) RNA repeat, TO-PRO-1 dye displacement fluorescence;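 active = inhibition above the plate cutoff, the mean of all test compounds on that plate plus 3 SD, cut at about 35% in these data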;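 note: 0% = DMSO alone and 100% = 100 µM mitoxantrone as full dye displacement; higher means more dye released from RNA so lower well fluorescence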
LEDGF integ inh: blocks HIV-1 LEDGF/p75-dependent DNA integration | TR-FRET IN-LEDGF/p75 DNA integration, Eu/Cy5 | 0.64% of 370,000 active | inhibition, % at 3.7 µM;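 active = inhibition above the screen-wide mean plus 3 SD, cut at about 13% in these data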;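 note: signal is the Cy5 over europium emission ratio at 671 and 618 nm; 0% = plate median of compound wells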
HTRA1 inh: HTRA1 (human) protease inhibition. recombinant HTRA1, FP-rhodamine activity-based probe, fluorescence polarization. inhibition, % at 5.96 µM. 0.5% of 340,000 active; in the data active = inhibition above about 36%;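 note: 0% = enzyme with DMSO and 100% = wells lacking enzyme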
mABHD4 FP: ABHD4 (mouse) inhibition, primary FP screen | inhibition, % at 8.92 µM | 0.54% of 370,000 active | Q8VD66 | AID 720543 | purified mABHD4, FP-Rh probe fluorescence polarization;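 active = inhibition exceeding the mean over every tested compound plus 3 SD, cut at about 30% in these data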;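 note: 0% = plate median of compound wells and 100% = S159A mutant with DMSO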
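Assay system: wild-type mouse ABHD4 protein; compound: single nominal dose of 8.92 µM, 0.89% DMSO final; schedule: 45 min + 60 min at 25 °C; measured by: FP readout, ex 525 nm / em 598 nm; evaluation: % inhibition of FP-Rh probe binding versus controls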
MBD2 inh: inhibitors of human MBD2 binding to methylated oligonucleotide; inhibition, % at 4.4 µM; AID 686964; Q9UBB5; 0.31% of 370,000 active; TR-FRET; in the data active = inhibition above about 13%
Target sequence (Q9UBB5 whole entry, looked up): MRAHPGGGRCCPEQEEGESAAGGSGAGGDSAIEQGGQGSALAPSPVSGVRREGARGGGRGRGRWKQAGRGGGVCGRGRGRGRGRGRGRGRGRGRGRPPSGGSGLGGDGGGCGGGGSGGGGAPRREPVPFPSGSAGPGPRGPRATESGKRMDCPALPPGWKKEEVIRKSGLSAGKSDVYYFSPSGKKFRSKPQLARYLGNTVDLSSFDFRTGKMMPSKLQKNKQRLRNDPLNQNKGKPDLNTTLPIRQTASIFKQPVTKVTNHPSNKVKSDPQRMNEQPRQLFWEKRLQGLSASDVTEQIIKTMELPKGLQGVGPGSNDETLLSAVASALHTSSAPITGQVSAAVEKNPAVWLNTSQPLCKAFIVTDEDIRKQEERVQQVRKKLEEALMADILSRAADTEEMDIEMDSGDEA
* hit, by the source's call; . = no result given. An excerpt; rates above refer to the full screens.

smiles	MBD2 inh	LEDGF integ inh	rCAG binder	PRMT1 FP inh	SIAE inh	HTRA1 inh	TDP2 absorb	mABHD4 FP	TCR CD3 inh	GC-B act
CC1CN(c2ccc([N+](=O)[O-])cc2Cl)CCN1 (stereo not drawn)	-7	2	3	9	6	12	5	2	2	2
CC(C)(C)c1ccc(O)c(CN2CCN(c3ccccc3)CC2)c1	-2	-3	-1	-4	-2	-5	-5	0	8	3
O=c1c2ccccc2nc(CN2CCCCCC2)n1-c1ccc(F)cc1	-5	6	16	0	-3	-1	-24	-15	-8	4
COc1cccc(-n2c(C)nc3ccccc3c2=O)c1	0	-1	-3	-3	9	2	-1	9	-7	0
COc1ccccc1OCC(=O)N1CCCC(N2CCN(c3ccc(F)cc3)CC2)C1 (stereo not drawn)	-1	-2	-10	2	0	2	-2	-6	0	-4
CC(C)N1CCC2(CC1)NC(CO)(CO)CO2	1	-1	0	-1	1	7	-1	-9	-5	4
O=[N+]([O-])c1ccc(N(CCO)CCO)c2c1no[n+]2[O-]	-27	10	-4	19	-16	6	8	-6	-1	-1
COc1ccc2c3c1OC1C(O)C=CC4[C@@H](C2)N(C)CC[C@]314 (stereo partly drawn)	-3	1	-2	4	2	-1	4	2	-11	5
CCOc1ccc(N=C2SCCCN2C)cc1	4	-2	-1	0	5	-1	7	8	-3	1
CCOC(=O)C1(CCOc2ccccc2)CCN(Cc2cccc(O)c2)CC1	5	2	-10	1	0	1	-14	-2	1	-6
Cc1cc(N2CCNC[C@@H]2C)ccc1N1CCN[C@H](C)C1	-4	-2	4	-1	3	.	9	5	4	-2
CCn1c(O)c(C=NCCN2CCOCC2)c(=O)n(CC)c1=S	-7	-1	-6	-2	-2	0	10	-5	2	1
COc1ccc2c(c1)NP(=S)(Oc1ccccc1)N2 (stereo not drawn)	-6	0	9	-3	-1	4	-1	14	14	-4
CN1C(=O)/C(=C\c2ccc(N3CCCCC3)o2)C(=O)NC1=S	-13	-2	-13	-4	-11	6	2	-20	-10	-7
Cc1cccc(CNCCc2ccccc2)n1	3	2	-4	-2	-1	2	-1	0	1	3
CC(C)c1c(CN(C)C(C)Cc2ccccc2)n(C)n(-c2ccccc2)c1=O (stereo not drawn)	3	-4	0	-1	-4	3	-1	3	-3	2
Cc1ccc(O)c(C(=O)c2cc(C(=O)NCc3ccccc3)c(=O)n(Cc3ccccc3)c2)c1	-6	0	6	0	-22	-87	6	-26	-7	-5
CN1CCCN(c2ccc([N+](=O)[O-])nc2)CC1	1	-1	-1	2	7	2	-3	2	-4	3
CC1CN=C(NCCc2ccccc2)S1 (stereo not drawn)	-2	-7	1	-1	-7	7	10	4	2	-2

One compound at a time, as listed above:
COc1ccc2c3c1OC1C(O)C=CC4[C@@H](C2)N(C)CC[C@]314 (stereo partly drawn) is listed as MBD2 inh: -3; LEDGF integ inh: 1; rCAG binder: -2; PRMT1 FP inh: 4; SIAE inh: 2; HTRA1 inh: -1; TDP2 absorb: 4; mABHD4 FP: 2; TCR CD3 inh: -11; GC-B act: 5
CC1CN=C(NCCc2ccccc2)S1 (stereo not drawn) is listed as MBD2 inh: -2; LEDGF integ inh: -7; rCAG binder: 1; PRMT1 FP inh: -1; SIAE inh: -7; HTRA1 inh: 7; TDP2 absorb: 10; mABHD4 FP: 4; TCR CD3 inh: 2; GC-B act: -2
CCn1c(O)c(C=NCCN2CCOCC2)c(=O)n(CC)c1=S is listed as MBD2 inh: -7; LEDGF integ inh: -1; rCAG binder: -6; PRMT1 FP inh: -2; SIAE inh: -2; HTRA1 inh: 0; TDP2 absorb: 10; mABHD4 FP: -5; TCR CD3 inh: 2; GC-B act: 1

Three compounds out of the list, sorted by molecular weight, largest number first:
smiles	MBD2 inh	LEDGF integ inh	rCAG binder	PRMT1 FP inh	SIAE inh	HTRA1 inh	TDP2 absorb	mABHD4 FP	TCR CD3 inh	GC-B act
COc1ccc2c(c1)NP(=S)(Oc1ccccc1)N2 (stereo not drawn)	-6	0	9	-3	-1	4	-1	14	14	-4
CC1CN(c2ccc([N+](=O)[O-])cc2Cl)CCN1 (stereo not drawn)	-7	2	3	9	6	12	5	2	2	2
CC(C)N1CCC2(CC1)NC(CO)(CO)CO2	1	-1	0	-1	1	7	-1	-9	-5	4

2 neighbouring records already listed, for reference:
smiles	MBD2 inh	LEDGF integ inh	rCAG binder	PRMT1 FP inh	SIAE inh	HTRA1 inh	TDP2 absorb	mABHD4 FP	TCR CD3 inh	GC-B act
CN1CCCN(c2ccc([N+](=O)[O-])nc2)CC1	1	-1	-1	2	7	2	-3	2	-4	3
CC1CN=C(NCCc2ccccc2)S1 (stereo not drawn)	-2	-7	1	-1	-7	7	10	4	2	-2
